# INS promoter inh = inhibitors of insulin promoter-driven GFP, primary screen, imaging, TRM-6 cells (human fetal islet line), eGFP reporter, cell count; reporter expression induced with tamoxifen; inhibition, % at 2 µM; 130,000 compounds, 0.9% hits; AID 1273, 2008;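 active = inhibition above the mean plus 3 SD, with well images judged a real hit on visual review, cut at about 60% in these data, passing the limit was not always enough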
# sdo1 growth = growth rescue of sdo1-depleted yeast, primary screen, S. cerevisiae, bone marrow failure model; S. cerevisiae sdo1-depleted JHY4D growth rescue, OD600 30 h; active compounds read high; pdr5 snq2 efflux-pump mutant strain; z-score at 10 µM; 140,000 compounds, 0.21% hits;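 active = z-score above 3 at both the 24 hr and the 30 hr optical density reads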;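 note: z-score against mean and SD of all compound wells on the same plate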
# sdo1 growth Rescue 24 h = second read-out of sdo1 growth, no call of its own (marks repeat the call); z-score; S. cerevisiae sdo1-depleted JHY4D growth rescue, OD600; measured here: growth rescue at 24 h;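 0 is the plate mean of compound wells and units are plate SD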
# Starred values were filed as active, the others as inactive; / = not tested or not shown. These rows are one share of the data; the hit share may differ from the screen's.
SMILES,INS promoter inh,sdo1 growth,sdo1 growth Rescue 24 h
CCOC(=O)Cc1csc(NC(=O)CSc2nnnn2-c2ccc(F)cc2)n1,14,0.77,1.8
Cc1c(C)n(C)c2ccc([N+](=O)[O-])cc12,-32,-0.69,-1.1
Cc1ccc(S(=O)(=O)CCc2nc3ccccc3s2)cc1C,-17,-0.17,-0.48
O=C(CCS(=O)(=O)c1ccccc1)N1CCOCC1,-33,/,/
CCOC(=O)C1C2C=CC3(CN(Cc4ccccc4)C(=O)C13)O2 (stereo not drawn),0,/,/
CCN1C(=O)C(CC(=O)Nc2ccc(OC)cc2)N(Cc2cccs2)C1=S (stereo not drawn),0,-0.03,0.69
COc1cc(-c2nc(-c3ccncc3)no2)cc(OC)c1OC,-8,-0.61,-0.59
N#Cc1ccc(Cl)cc1NC(=O)COC(=O)c1ccc2c(c1)OCCO2,7,-0.55,-0.63
N#Cc1cccc(NC(=O)COC(=O)c2ccccc2Sc2ccccc2C#N)c1,/,-0.99,-1
CC1(C)CC(=O)C(C(=S)Nc2ccc(F)cc2)=C(NCCN2CCOCC2)C1,-20,-0.39,-0.29
Cc1ccc(/C=C/C(=O)Nc2nnc(SCc3ccc(C#N)cc3)s2)o1,19,-0.32,-0.15
O=C(CSc1nnnn1-c1cccc2c1CCCC2)N1CCOCC1,/,0.46,0.23
C=CCN1C(=Nc2ccccc2)SC/C1=C\C(=O)OC,45,-0.01,-0.67
CCOC(=O)CCCCC(=O)NC(CO)C(=O)NC (stereo not drawn),-231,0.55,-0.11
NNC(=O)c1cccc(O)c1,38,0.79,0.18
COc1ccc(-n2c(C)cc(-c3csc(NC(=O)c4ccc(S(=O)(=O)N(C)C)cc4)n3)c2C)cc1,14,1.2,2.5
O=S(=O)(c1ccccc1)c1nc(-c2ccco2)oc1Nc1ccccc1,-19,-0.64,-0.35
O=C(COC(=O)CCSc1ccccc1)NCc1ccc(F)cc1,0,/,/
CC1CCc2c(sc3nc(CN4CCN(S(=O)(=O)c5ccccc5[N+](=O)[O-])CC4)[nH]c(=O)c23)C1 (stereo not drawn),/,-0.79,-0.34
COc1ccc(-n2c(C)nc3c(cnn3-c3ccc(Cl)cc3)c2=O)cc1,43,-1.4,-0.82

# An excerpt from above in order of their number in sdo1 growth, lowest first.
SMILES,INS promoter inh,sdo1 growth,sdo1 growth Rescue 24 h
Cc1ccc(S(=O)(=O)CCc2nc3ccccc3s2)cc1C,-17,-0.17,-0.48
CCN1C(=O)C(CC(=O)Nc2ccc(OC)cc2)N(Cc2cccs2)C1=S (stereo not drawn),0,-0.03,0.69
CCOC(=O)Cc1csc(NC(=O)CSc2nnnn2-c2ccc(F)cc2)n1,14,0.77,1.8

# Part of the list above, showing only sdo1 growth Rescue 24 h and INS promoter inh:
SMILES | sdo1 growth Rescue 24 h | INS promoter inh
N#Cc1cccc(NC(=O)COC(=O)c2ccccc2Sc2ccccc2C#N)c1 | -1 | /
CC1(C)CC(=O)C(C(=S)Nc2ccc(F)cc2)=C(NCCN2CCOCC2)C1 | -0.29 | -20
Cc1ccc(/C=C/C(=O)Nc2nnc(SCc3ccc(C#N)cc3)s2)o1 | -0.15 | 19
O=C(CSc1nnnn1-c1cccc2c1CCCC2)N1CCOCC1 | 0.23 | /
C=CCN1C(=Nc2ccccc2)SC/C1=C\C(=O)OC | -0.67 | 45
CCOC(=O)CCCCC(=O)NC(CO)C(=O)NC (stereo not drawn) | -0.11 | -231
NNC(=O)c1cccc(O)c1 | 0.18 | 38

# The list goes on.
SMILES,INS promoter inh,sdo1 growth,sdo1 growth Rescue 24 h
O=C(NCc1ccccc1)C(=O)NCC1COc2ccccc2O1 (stereo not drawn),62,1.2,1
COc1ccccc1Nc1nc(N)nc(CN2CCN(Cc3ccccc3)CC2)n1,/,0.35,-0.35
CCn1cc(C(=O)N(CCC(C)C)c2c(N)n(Cc3ccccc3)c(=O)[nH]c2=O)c(=O)c2ccc(C)nc21,-7,/,/
O=C(Nc1ccccc1C(F)(F)F)c1cc(-c2ccc(O)cc2)on1,-24,-1.9,-1.1
N/C(Cc1ccc([N+](=O)[O-])cc1)=N\OC(=O)CC1CCCCC1,/,-1.5,-1.6
Cc1ccc(S(=O)(=O)N2CCN(CC(=O)Nc3ccc(N4CCOCC4)cc3)CC2)cc1C,/,0.41,0.11
Cc1ccc(NC(=O)CSc2nnc(C)c(=O)[nH]2)cc1C,-60,/,/
Cc1ccc(O)c(CNc2ccccn2)c1,64,0.88,-0.14
CN(Cc1ccccc1)C(=O)CCCn1c(=O)[nH]c2cc(Cl)ccc2c1=O,43,0.48,0.51
CCCCC(=O)Nc1ccc2c(c1)nc1n2CCOC1,/,1.2,0.85
CCOC(=O)C1CCN(CC(=O)N(CC(C)C)c2c(N)n(CC(C)C)c(=O)[nH]c2=O)CC1,4,/,/
CCOC(=O)c1cnn(-c2ccccc2)c1-n1cccc1,/,0.13,0.46
Cc1cc(C)n2nc(C(=O)OCC(=O)c3cc(C)n(CC4CCCO4)c3C)nc2n1 (stereo not drawn),42,/,/
COc1cccc(CNCCSc2nnnn2C)c1OC,44,0.62,0.29
COc1ccc(N(CC(=O)Nc2ccc(S(=O)(=O)N3CCOCC3)cc2)S(=O)(=O)c2ccccc2)cc1,13,0.82,0.97
CCOc1ccccc1C(=O)NCC(=O)O,33,/,/
c1ccc(-c2cc(-c3nnc4n3N=C(c3ccc5ccccc5c3)CS4)[nH]n2)cc1,4,-1.6,-0.57
Cc1ccc(S(=O)(=O)N2CCN(c3ncnc4c3cnn4-c3ccccc3)CC2)cc1,6,-0.25,-0.46
O=C(O)Cn1cc(C(=O)c2ccco2)c2ccccc21,/,1.2,0.55
CCn1c(CNc2ccccc2Cl)nnc1SCCN1CCCCC1,-44,0.43,-0.14
Cc1cccc2cc(C(c3nnnn3Cc3ccc4c(c3)OCO4)N3CCCC3)c(=O)[nH]c12 (stereo not drawn),/,0.17,-0.25
O=C(COC(=O)CCC1CCCC1)Nc1nc2c(F)c(F)c(F)cc2s1,/,1.5,1.1
O=[N+]([O-])c1cccc(-c2cc3cccc[n+]3cc2-c2cccc([N+](=O)[O-])c2)c1,-33,1.4,1.3
O=C(CSc1nc2ccccc2c(=O)[nH]1)c1cccs1,-31,-0.77,-0.91
Cc1cccc(-n2nnc(C(=O)NCc3ccco3)c2N)c1,/,0.6,0.71
COc1ccc2cc(C(c3nnnn3CCc3ccccc3)N3CCC(O)CC3)c(=O)[nH]c2c1 (stereo not drawn),17,0.95,0.69
CCC(CC)C(=O)N1CCCC(c2nc(-c3cccs3)no2)C1 (stereo not drawn),/,0.24,0.47
O=C(CS(=O)(=O)c1cn(Cc2cccc(F)c2)c2ccccc12)N1CCOCC1,/,0.39,0.27
C=CCn1c(-c2ccc(F)cc2)n[nH]c1=S,21,/,/
CCOC(=O)c1c(NC(C)=O)sc2c(O)c(Br)cc(Br)c12,55,-1.7,-1.3
c1ccc(Cc2nn3c(C4COc5ccccc5O4)nnc3s2)cc1 (stereo not drawn),-12,-2,-1.6
O=C(c1ccc(S(=O)(=O)Cc2ccccc2Cl)c([N+](=O)[O-])c1)N1CCN(c2ccccn2)CC1,58,/,/
CCC(=O)c1ccc(OCCn2cncn2)cc1,-242,0.59,0.5
COC(=O)c1c(NC(=O)c2ccc(Br)o2)sc(C)c1C,57,-0.44,0.87
COc1ccc(CNCCNC(=O)c2ccco2)c(OC)c1OC,-39,0.15,0.12
CC(C)CC(=O)Nc1ccc2oc(-c3cccnc3)nc2c1,9,0.11,-0.12
Cc1c(NC(=O)c2ccccc2NS(=O)(=O)c2ccc(F)cc2)c(=O)n(-c2ccccc2)n1C,27,0.15,-0.54
Cc1[nH][nH]c(=O)c1C(c1c(C)[nH][nH]c1=O)c1cn(Cc2cccc3ccccc23)c2ccccc12,/,-0.78,0.2
Cc1cccc(-n2c(-c3csc4ccccc34)n[nH]c2=S)c1,-47,-0.68,-0.63
O=C1NC(NS(=O)(=O)c2ccccc2)(C(F)(F)F)C(=O)N1c1ccc(F)cc1 (stereo not drawn),0,0.97,0.58
COC(=O)c1sccc1NC(=O)c1cc(-c2cccc(C)c2)nc2ccccc12,-64,0.01,0.63
CCOC(=O)c1sc(NC(=O)CSc2nc3c(cc2C#N)CCCCC3)c(C#N)c1C,19,-0.89,0.88
CCOc1ccc(OCC)c(NS(=O)(=O)c2cccc3nsnc23)c1,/,-1.3,-1.1
Cc1ccccc1NC(=O)c1ccc(CN(c2ccccc2)S(=O)(=O)c2ccccc2)cc1,-25,-1.1,-0.26
O=C(CC1Nc2ccccc2NC1=O)Nc1ccccc1 (stereo not drawn),/,-0.18,-0.12
CN(C)c1nc(-c2ccccc2)cc(C(F)(F)F)c1C#N,19,-0.97,-0.7
O=C(CSc1nnc(CNc2ccc(Cl)cc2)n1Cc1ccccc1)NCc1ccco1,-54,-0.22,0.14
CCCCOc1ccc(Cl)cc1CSc1nncn1N,49,-1.1,-1.3
CC(C)(C)NC(=O)C(c1ccc(O)cc1)N(C(=O)CCC(=O)Nc1nccs1)c1ccc(F)cc1 (stereo not drawn),-7,/,/
N#CC1(NC(=O)COc2ccc3oc4ccccc4c3c2)CCCCC1,/,-0.72,-0.31
CCCCCN=C(C)c1c(O)c2ccccc2oc1=O,/,-1.5,-1.4
Cc1cc(C(=O)CN2C(=O)c3ccccc3C2=O)c(C)n1C1CC1,/,-0.29,-0.42
Cc1ccc(OC(=S)Nc2ccc(F)cc2)cc1,6,-0.82,-0.92
COc1cc(OC)cc(C(=O)NC2=NCCS2)c1,-13,-0.71,-1.2
CC(=O)N1CCN(c2ccccc2NC(=O)c2cc(Br)ccc2Cl)CC1,-286,1.6,1.9
COc1ccc(NC(=O)CSc2nc3ncccc3[nH]2)cc1OC,0,0.98,1.3
Cc1nc(-c2ccccc2)sc1-c1n[nH]c(=S)n1C,23,-0.02,-0.58
CCOc1cc(C(=O)OC(C)C(=O)Nc2ncc(Cl)cc2Cl)ccc1OCC(=O)N1CCOCC1 (stereo not drawn),30,1.3,-0.08
CCCCC(=O)NCCc1ccc(S(N)(=O)=O)cc1,0,-0.06,-0.7
Cc1cc(C)cc(NC(=S)N(CCN(C)C)C(C)c2cccnc2)c1 (stereo not drawn),8,/,/

# The results go on.
SMILES,INS promoter inh,sdo1 growth,sdo1 growth Rescue 24 h
O=C(NC1CCCCC1)c1ccccc1NC(=O)C1CC1,-83,-0.24,-1.6
Cc1ccc(S(=O)(=O)Cc2ccc(C(=O)N3CCc4ccccc4C3)o2)cc1,/,-1.7,-1.3
O=C(Nc1nnc(-c2ccco2)o1)c1ccc(S(=O)(=O)N2CCCC2)cc1,-36,/,/
C/C(CC(O)(/C=N/O)c1ccccc1)=N\O (stereo not drawn),3,0.68,1.2
CCOC(=O)C(C#N)c1ccccn1 (stereo not drawn),-36,1.1,0.4
CCc1ccc(C(=O)COC(=O)CCc2nc3ccccc3c(=O)[nH]2)cc1,0,-0.49,0.88
Cc1nccn1CC(=O)N/N=C/c1cccc(O)c1,3,1.4,0.36
Cc1c(C(=O)NCCSCc2ccc(Cl)cc2Cl)cccc1[N+](=O)[O-],-33,-1.4,-1.4
CCN(Cc1ccccc1)S(=O)(=O)c1ccc2oc(C(=O)O)c(C)c2c1,44,-0.2,-0.81
COc1ccc(NC(=O)C(C)N(c2ccc(C)cc2)S(C)(=O)=O)c(OC)c1 (stereo not drawn),-113,0.54,0.46
CCOc1ccccc1CNC(=O)c1cc2occc2n1C,20,-0.16,-0.48
CC1CCC(NC(=O)Nc2cccs2)CC1 (stereo not drawn),/,0.05,-0.78
Cc1cc(NC(=O)COc2ccccc2)n(-c2ccccc2)n1,29,0.46,-0.02
CC1CCCC(C)N1C(=O)CSc1nc2ccccc2s1 (stereo not drawn),-21,-1.4,-1
CCc1ccc(-n2c(SCC(=O)N3CCC(C(=O)O)CC3)nnc2-c2ccncc2)cc1,9,/,/
N#CC(c1ccc(Cl)nn1)c1ccc(Cl)cc1Cl (stereo not drawn),17,-0.45,-1.1
COC1=CCC2([N+](=O)[O-])CN(CC(=O)O)CC1([N+](=O)[O-])C2 (stereo not drawn),7,1.1,1.1
CC(=O)NC1(NC(C)=O)CCN(C)C(c2ccccc2)C1C (stereo not drawn),/,1.2,-0.2
COc1cc(/C=N/NS(=O)(=O)c2ccccc2)ccc1OS(=O)(=O)c1ccc(C)cc1,-17,0.62,0.54
Cc1cc(NC(=O)c2cccc(S(=O)(=O)N3CCCCCC3)c2)no1,23,-0.94,0.37

# Individual results from above.
# Value for Cc1nc(-c2ccccc2)sc1-c1n[nH]c(=S)n1C under INS promoter inh: 23
# Value for CCOC(=O)Cc1csc(NC(=O)CSc2nnnn2-c2ccc(F)cc2)n1 under sdo1 growth: 0.77
# Value for C=CCn1c(-c2ccc(F)cc2)n[nH]c1=S under INS promoter inh: 21
# Value for O=C(CS(=O)(=O)c1cn(Cc2cccc(F)c2)c2ccccc12)N1CCOCC1 under sdo1 growth Rescue 24 h: 0.27
# Value for O=C(NCc1ccccc1)C(=O)NCC1COc2ccccc2O1 (stereo not drawn) under INS promoter inh: 62

# (continued)
SMILES,INS promoter inh,sdo1 growth,sdo1 growth Rescue 24 h
CC(=O)c1c(C)[nH]c(C(=O)N2CCc3ccccc3C2)c1C,27,0.04,0.13
Cc1c(Cl)c(C(=O)N2CCCc3ccccc32)nn1C,/,0.39,-0.39
COc1ccc(C(=O)CSc2nnc(CNC(=O)c3ccc(OC)cc3)n2C)cc1,-3,0.86,1.1
COc1cc(/C=N/NC(=O)C(=O)Nc2ccccn2)ccc1O,-7,0.83,1.1
COc1cc(-c2nnc3sc(-c4cccs4)nn23)cc(OC)c1OC,-34,-0.22,1.5
O=C(Nc1ccccc1F)c1coc(=O)c(Br)c1,-20,/,/
CCn1c(Oc2ccc(F)cc2)nc2c1c(=O)n(C)c(=O)n2C,65,/,/
O=C(CN(Cc1cccs1)S(=O)(=O)c1ccc(S(=O)(=O)NC2CCCCC2)cc1)Nc1ccccc1,-84,0.12,-0.07

# Source: PubChem
